Compound activity deposited in PubChem by Southern Research Specialized Biocontainment Screening Center.
H1N1 NS1A inhibition: H1N1 influenza NS1A inhibitors, functional cell based assay (AID 504329); NS1A functional cell-based assay, percent inhibition; higher % means a stronger effect; inhibition, % at 12.5 µM, or IC50 in µM where a hit was titrated; 0.3% of 340,000 active; in the data active = a potency from the dose series; inconclusive = inhibition above about 27% without an active follow-up result; note: strong numbers were not always called active
M. tuberculosis HTS: M. tuberculosis growth inhibition, HTS (AID 449762); M. tuberculosis H37Rv growth inhibition, 7H9 media; higher % means a stronger effect; inhibition, % at 25 µM, or IC50 in µM where a hit was titrated; 0.59% of 330,000 active; in the data active = a potency from the dose series; inconclusive = inhibition above about 70% without an active follow-up result;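 note: bacterial growth assessed after seven days of incubation; strong numbers were not always called active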
Salmonella PhoP GFP: Inhibition of PhoP regulon, Salmonella typhi GFP reporter cells, confirmation, 4 h (AID 1850); Salmonella Typhi PhoP-promoter GFP reporter, fluorescence, 4 h; higher % means a stronger effect; inhibition, % at 50 µM; hits with a dose series show IC50 in µM; 0.33% of 310,000 active; in the data active = a potency from the dose series; inconclusive = inhibition mostly from about 25% at the one dose, without a potency; inactive = the rest, 99 in 100 with inhibition below about 19%;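 note: 0% = induced wells with vehicle and 100% = uninduced wells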
VEEV TC-83 Vero: inhibitors of VEEV TC-83 cytopathic effect, confirmation, Vero cells (AID 588727); 0.13% of 350,000 active; Vero cells, VEEV TC-83 cytopathic effect inhibition; higher % means a stronger effect; one-dose inhibition, % at 20 µM; IC50 in µM for titrated hits; in the data active = a potency from the dose series; inconclusive = inhibition mostly from about 14% at the one dose, without a potency; inactive = the rest, 99 in 100 with inhibition below about 12%; note: strong numbers were not always called active
tuberculosis growth: growth inhibition of non-replicating M. tuberculosis (AID 488890). Mycobacterium tuberculosis non-replicating, growth inhibition; higher % means a stronger effect. inhibition, % at 25 µM; hits with a dose series show IC50 in µM. 0.39% of 320,000 active; in the data active = a potency from the dose series; inconclusive = inhibition mostly from about 82% at the one dose, without a potency; inactive = the rest, 99 in 100 with inhibition below about 76%;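 note: plate controls were DMSO cells for no effect and high antibiotic wells for full effect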
VEEV TC-83 Vero 10K pilot screen: also measured in VEEV TC-83 Vero; calls as there; inhibition, %; measured here: 10K pilot screen inhibition
Numbers without * were called inactive; i = inactive; ? = inconclusive; . = not tested or not shown.

SMILES | H1N1 NS1A inhibition | M. tuberculosis HTS | Salmonella PhoP GFP | VEEV TC-83 Vero | tuberculosis growth | others
Brc1ccc(-c2nnc(-c3ccccc3)c(N3CCSCC3)n2)cc1 | -3% | 19% | -5% | 6.7% | 32%
O=S(=O)(Nc1nc(CN2CCOCC2)nc2sc3c(c12)CCCC3)c1cc(F)ccc1F | 2% | -8% | -4% | 2.0% | 49% | VEEV TC-83 Vero 10K pilot screen=3.5
Cc1cc(C)c(S(=O)(=O)Nc2cccc(S(=O)(=O)N3CCOCC3)c2)c(C)c1 | -11% | -6% | -6% | 2.5% | 1%
Cc1ccc(S(=O)(=O)N2CCN(C(=O)/C=C/c3ccccc3)CC2)cc1C | -6% | . | . | 9.7% | .
COc1cc(/C=C/C(=O)OCC(=O)NC(=O)NC(C)(C)C)ccc1O | -1% | 2% | -4% | 0.3% | 26%
CC(NC(=O)CC(O)(C(F)(F)F)C(F)(F)F)c1ccccc1 (centres undefined) | 22% | 2% | -9% | 0.4% | 1%
NCC(=O)c1cccc2ccc[n+]([O-])c12 | -2% | 5% | -8% | i | -11%
Cc1ccc(/C=N/NC(=O)CC2N=C(Cc3ccccc3)NNC2=O)cc1 (centres undefined) | -7% | 6% | -12% | 4.2% | 1%
C#CCN1C(=O)C(O)(CC(=O)c2ccc(OC)c(OC)c2)c2ccccc21 (centres undefined) | -4% | 4% | -9% | 0.7% | 8%
CN1C2CCC1CC(NC(=O)CSCc1ccc(Cl)cc1Cl)C2 (centres undefined) | 6% | -8% | 9% | 2.7% | 24%

Grouped by structure: the entries above with four or more nitrogen atoms.
SMILES | H1N1 NS1A inhibition | M. tuberculosis HTS | Salmonella PhoP GFP | VEEV TC-83 Vero | tuberculosis growth | others
Brc1ccc(-c2nnc(-c3ccccc3)c(N3CCSCC3)n2)cc1 | -3% | 19% | -5% | 6.7% | 32%
O=S(=O)(Nc1nc(CN2CCOCC2)nc2sc3c(c12)CCCC3)c1cc(F)ccc1F | 2% | -8% | -4% | 2.0% | 49% | VEEV TC-83 Vero 10K pilot screen=3.5
Cc1ccc(/C=N/NC(=O)CC2N=C(Cc3ccccc3)NNC2=O)cc1 (centres undefined) | -7% | 6% | -12% | 4.2% | 1%

Further structures
SMILES | H1N1 NS1A inhibition | M. tuberculosis HTS | Salmonella PhoP GFP | VEEV TC-83 Vero | tuberculosis growth | others
O=C(NCCN1CCCCC1)Nc1cccc(F)c1 | -5% | 0% | 10% | 0.6% | -14%
CC(=O)c1ccc(S(=O)(=O)Nc2ccc(C(=O)NCC(c3cccs3)N3CCOCC3)cc2)cc1 (centres undefined) | 0% | -5% | 3% | 1.1% | 16%
CCOC(=O)C(C)Sc1ncnc2c1c(-c1ccccc1)cn2-c1ccc(OC)cc1 (centres undefined) | 1% | ? | -11% | 6.9% | 76%
Cc1nc(CNS(=O)(=O)c2ccc(Oc3ccccc3)cc2)cs1 | -11% | 4% | -19% | i | 5%
CN1CCN(c2nnc(-c3cccs3)c3ccccc23)CC1 | -1% | 5% | -6% | 0.5% | 5%
CCOC(=O)c1ccc(NC(=O)CN2C(=O)CN(C(C)=O)C2=S)cc1 | -16% | 1% | -7% | i | 11%
COc1ccc(N(CC(=O)N2c3ccccc3CC2C)S(=O)(=O)c2c(C)nn(C)c2C)cc1 (centres undefined) | 3% | -7% | -2% | 5.9% | 32% | VEEV TC-83 Vero 10K pilot screen=0.6
COc1ccc(CNS(=O)(=O)c2ccc3c(c2)N(C(C)=O)CC(C)S3)cc1 (centres undefined) | -1% | -6% | -4% | i | 13%
Cc1ccc(C)c(NC(=O)CCc2nnc3ccc(NCc4ccco4)nn23)c1 | 1% | 2% | -9% | 3.6% | -1%
O=C(NCC1CCCO1)C1CC(=O)N(C2CCCCCC2)C1 (centres undefined) | -9% | 6% | -3% | i | 2%
Cc1ccc2oc(C(=O)NCC(c3ccco3)N3CCCC3)c(C)c2c1 (centres undefined) | -4% | 11% | -6% | 0.3% | 24%
COc1ccc(/C=C2\SC(=S)N(CCC(=O)N(CCO)Cc3ccccc3)C2=O)cc1OC | 7% | 4% | 1% | 3.4% | -6%
CCOC(=O)C1(Cc2cccc(OC)c2)CCCN(C(=O)CCSC)C1 (centres undefined) | -7% | 5% | 7% | i | -4%
NC1=C(Br)C(=O)c2ccccc2C1=O | 2% | ? | 25µM* | 2.2% | 65%
COc1ccc(OCC(O)CN(C2CCCCC2)C2CCCCC2)cc1 (centres undefined) | -8% | 9% | 1% | 1.0% | 25%
COc1cccc(CNn2c(-c3cccc(C)c3)nc3ccccc3c2=O)c1O | -5% | 0% | -9% | 7.9% | 41%
CSCC[C@H](NC(=O)OC(C)(C)C)c1nnc(SCc2ccc(F)cc2)o1 | 1% | -2% | 0% | 0.2% | 1%
O=C(Nc1ccccc1)c1nsnc1C(=O)Nc1ccccc1 | -2% | 1% | -5% | 0.4% | 8% | VEEV TC-83 Vero 10K pilot screen=1.0
O=C(Nc1ccc2c(c1)N(S(=O)(=O)c1cccs1)CCC2)c1c(F)cccc1F | -5% | ? | -1% | 9.3% | 30%
CC(/C=C/c1ccccc1)=N\NC(=O)Cn1cncn1 | 5% | -2% | -2% | 0.3% | 6%

Continued; it opens with the 3 that closed the last part.
SMILES | H1N1 NS1A inhibition | M. tuberculosis HTS | Salmonella PhoP GFP | VEEV TC-83 Vero | tuberculosis growth | others
O=C(Nc1ccccc1)c1nsnc1C(=O)Nc1ccccc1 | -2% | 1% | -5% | 0.4% | 8% | VEEV TC-83 Vero 10K pilot screen=1.0
O=C(Nc1ccc2c(c1)N(S(=O)(=O)c1cccs1)CCC2)c1c(F)cccc1F | -5% | ? | -1% | 9.3% | 30%
CC(/C=C/c1ccccc1)=N\NC(=O)Cn1cncn1 | 5% | -2% | -2% | 0.3% | 6%
COc1ccc(CCNC(=O)CN(c2ccc(OC)cc2)S(C)(=O)=O)cc1 | 1% | -10% | 5% | 0.8% | -10%
Cc1ccc(C(=O)N/N=C\c2cccnc2)s1 | 1% | -2% | -11% | 2.4% | -11%
CCCCN(CC)CCCNC(=O)C1c2ccccc2C(=O)N(C)C1c1cn(C)c2ccccc12 (centres undefined) | 4% | 15% | 0% | 7.0% | 25%
Cc1cc(Cl)ccc1NC(=S)NCC(O)c1ccccc1 (centres undefined) | 4% | ? | 1% | 0.2% | ?
COc1ccc(OC)c(N=CC2=C(O)CC(C)(C)CC2=O)c1 | -11% | 19% | 17% | 0.8% | 8%
O=S(=O)(c1ccccc1)N1CCN(C/C=C/c2ccccc2)CC1 | 1% | 6% | -5% | 4.8% | 11%
COc1cccc(NC(=O)C2C3C=CC(C3)C2C(=O)O)c1 (centres undefined) | 1% | 0% | -4% | 0.2% | 6%
Cc1cc(C)nc(N(C#N)Cc2ccc([N+](=O)[O-])cc2)n1 | -6% | -2% | -8% | 0.8% | 3%
Cc1cc(C(=O)NNc2ccc(Cl)cc2)no1 | 3% | ? | 3% | 0.2% | 1.6µM*
CCOC(=O)N1CCN(C(=O)/C(=C/c2ccc(Br)cc2)NC(=O)c2ccc(OC)cc2)CC1 | -4% | 6% | -7% | 1.1% | 14%
Cc1ccc(S(=O)(=O)N2CCCCC2)cc1C(=O)Nc1cccnc1 | -28% | -6% | 7% | 2.9% | -15%
COC(=O)c1sccc1NC(=O)CC1C(=O)NCCN1C(=O)c1ccccc1 (centres undefined) | 4% | 5% | 1% | 6.0% | -3%
COc1cccc(CN(C)C(=O)CSC(C)C(=O)Nc2cc(C)on2)c1OC (centres undefined) | -8% | -6% | -5% | 3.3% | -16%
Cc1ccc(S(=O)(=O)N2CCN(C(=O)Cn3c(=O)oc4ccccc43)CC2)cc1 | -15% | 9% | . | 0.8% | 10%
NNC(=O)c1ncoc1-c1ccc(Cl)cc1 | -1% | ? | 1% | 0.5% | 46%
Cc1ccc(C2(COC(=O)C(C)C)CO2)c(OC(=O)C(C)C)c1 (centres undefined) | -7% | -3% | 5% | 0.2% | -1%
O=C1CCCC/C1=N\Nc1ccc(OCc2ccccc2)cc1 | 9% | 8% | 9% | 1.4% | 0%
Cc1nc(NC(=O)CSC2=NCCS2)sc1C(=O)N(C)C | 1% | -18% | -12% | 3.1% | -11%
C#CCOCCOCCOCCNc1nc(OC)nc(N2CCN(C(=O)[C@H](CCC(=O)O)n3cc(C(N)CO)nn3)CC2)n1 (some centres undefined) | -1% | -7% | -1% | 1.8% | -1%
CC(C)CCNCC(=O)NC(c1ccccc1)c1ccccc1 | 7% | 5% | 7% | 0.9% | 8%
O=C(COc1ccc(S(=O)(=O)N2CCOCC2)cc1)Nc1ccc2c(c1)OCCO2 | 4% | 16% | 1% | 1.9% | 12%
O=C(NCCc1c[nH]c2ccccc12)c1cnc2sccn2c1=O | 2% | -8% | -10% | 9.7% | -7%
COc1ccc(-c2cc(C(=O)Nc3cccc(Cl)c3)no2)cc1 | -6% | 13% | -14% | i | 61%
Cc1ccc(S(=O)(=O)CCC(=O)OCC(=O)N2CCN(c3ccccc3)CC2)cc1 | -10% | -4% | 1% | 0.1% | -8%
O=C(COc1cccc(Oc2ccccc2)c1)Nc1ncccn1 | -5% | 38µM* | -8% | 1.2% | 75%
CCc1cccc(NC(=O)Cc2ccc(OC)c(OC)c2)c1 | 3% | 6% | -5% | 0.5% | 58%
O=C(O)C1C(C(=O)O)C1(c1ccccc1)c1ccccc1 (centres undefined) | -5% | 0% | 12% | 1.2% | -7%
CCn1cc(C(=O)Nc2ccc(C)c([N+](=O)[O-])c2)cn1 | 11% | 1% | -1% | 2.4% | 10%
CC(CCc1ccccc1)NC(=O)c1cccc(F)c1 (centres undefined) | -6% | 0% | 8% | 0.8% | 78%
O=P(Cc1ccccn1)(c1ccccc1)c1ccccc1 | 2% | -6% | -3% | i | 12%
O=C(NCC1CCCO1)c1ccc2c(c1)N(Cc1ccccc1)CCS2 (centres undefined) | -6% | 2% | -8% | 2.0% | -6%
Cc1ccc(S(=O)(=O)N(CC(=O)Nc2cccc(C)c2C)C(=O)N2CCN(C)CC2)cc1 | -7% | . | . | 2.2% | .
CC1(O)CCC2C3CCC4=CC(=O)CCC4=C3C=CC21C (centres undefined) | -21% | . | . | 1.4% | .
CCOC(=O)Cn1cc(C(=O)c2cccs2)c2ccccc21 | -5% | ? | 0% | 0.3% | 76%
Cc1c(CC(=O)N2CCN(C(=O)C3COc4ccccc4O3)CC2)c(=O)oc2cc(O)ccc12 (centres undefined) | -5% | 4% | 2% | 2.5% | 8%
